N370S GC mod – qHTS Assay for Inhibitors and Activators of N370S glucocerebrosidase as a Potential Chaperone Treatment of Gaucher Disease; Potency, µM (series often up to 59.4 µM), inactives show at the top dose activity change, negative = inhibition, hits mostly inhibitors; N370S GC spleen homogenate, 4MU-glucoside fluorescence; 330,000 tested, 0.092% active;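 also: 0% = full enzyme activity and -100% = no enzyme basal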
DT40 TDP1 CPT – qHTS for Inhibitors of human tyrosyl-DNA phosphodiesterase 1 (TDP1): qHTS in cells in presence of CPT. 420,000 tested, 12% active. Potency, µM (top dose mostly 46.2 µM), without a hit: at the top dose activity change, negative = growth inhibition, actives largely listed as inhibitors. chicken DT40 Tdp1-/-;hTDP1 cells + 20 nM CPT, ATP luminescence, 48 h; also: nearly all actives have a fitted effect of over 55% in size
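Chicken DT40 Tdp1-/- cells stably complemented with human TDP1 were seeded at 400 cells/well in medium containing 20 nM camptothecin, exposed to pin-transferred compounds, and grown at 37 °C for at least 48 hr. Viability was read as ATP luminescence.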
FEN1 inh – qHTS Assay for the Inhibitors of Human Flap endonuclease 1 (FEN1). 390,000 tested, 0.35% active. P39748. Potency, µM (titrated, usually from 114 µM), without a hit: at the highest dose activity change, negative = inhibition, actives largely listed as inhibitors. Recombinant FEN1 flap cleavage, fluorescence, 15 min; also: nearly all actives have a fitted effect of over 65% in size
Target sequence (P39748 whole entry, looked up): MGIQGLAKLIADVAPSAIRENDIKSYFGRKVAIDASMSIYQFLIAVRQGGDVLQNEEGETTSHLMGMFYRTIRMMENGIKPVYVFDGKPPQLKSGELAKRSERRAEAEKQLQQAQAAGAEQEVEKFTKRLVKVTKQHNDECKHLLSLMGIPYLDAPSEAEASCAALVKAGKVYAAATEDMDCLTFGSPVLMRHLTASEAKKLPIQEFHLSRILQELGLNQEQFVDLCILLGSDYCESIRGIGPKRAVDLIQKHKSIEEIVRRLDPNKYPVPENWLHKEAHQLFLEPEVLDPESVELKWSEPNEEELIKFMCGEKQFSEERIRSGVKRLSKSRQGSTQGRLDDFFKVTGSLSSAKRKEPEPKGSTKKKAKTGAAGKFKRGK
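Nuclease activity of 10 nM FEN1 was measured after 15 min of room-temperature exposure to titrated compounds, by adding 50 nM flap substrate and reading plates at 0 and 15 min.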
Numbers without * were called inactive; ? = inconclusive; . = not tested or not shown; & = joins results of further samples. Calls follow the shape of the dose curve; as a rule, active = well fitted curve in the direction sought with a large enough effect; inconclusive = small, poorly fitted or top-dose-only effect, or another doubt; inactive = no such curve, though single readings can be large; an effect the other way counts as inactive or inconclusive. Unless noted, % is scaled to controls: 0 for no effect and ±100 for the full control effect; potency is read from the fitted curve at half-maximal effect.

cpd	structure	N370S GC mod	DT40 TDP1 CPT	FEN1 inh
1	CCCCNC(=O)CS(=O)Cc1nc(-c2cccs2)oc1C (stereo unspecified)	-2%	-33%	-6%
2	COc1ccc(OCC(=O)NNC(=O)c2cccnc2)cc1	-18%	-5%	-15%
3	CCOC(=O)[C@@H]1[C@H]2COc3cc(OC)ccc3[C@@H]2N2C(=O)N(c3ccc(F)cc3)C(=O)[C@]12C	-2%	-13%	1%
4	CN(C(=O)c1cccc(NC(=O)Cc2cccc(NC(=O)C3CCN(C(=O)C4CCC4)CC3)c2)c1)C1CC1	.	18%	1%
5	Cc1ccc(CNC(=O)CN(C)S(=O)(=O)c2ccc3c(c2)n(C)c(=O)c(=O)n3C)cc1	-18%	-22%	-17%
6	NS(=O)(=O)c1ccc(CCNC(=O)c2ccc(=O)[nH]c2)cc1	-17%	0%	-11%
7	Cc1cc2ccccc2n1CCNC(=O)COc1ccc2ccccc2c1	6%	?	?
8	Cc1ccc2c(Sc3ccccc3)c(C(=O)NCc3ccccc3F)[nH]c2c1	.	9.2µM*	-3%
9	COc1ccc(OC)c(CNc2ccc([N+](=O)[O-])cc2C)c1	24%	6%	-16%
10	Cc1nc2cnc(N3CCOCC3)nc2n(C2CC2)c1=O	-5%	6%	.
11	Cn1cc(-c2cc3n(n2)CCC(=O)N3CCCC(=O)NCc2ccc(Cl)cc2)c2ccccc21	.	?	-12%
12	COC(=O)c1c(NC(=O)CSc2nccn2C)sc(C)c1C	28%	4%	-6%
13	CCOc1ccc(NC(=O)Nc2ccc(Br)cn2)cc1	?	6%	2%
14	Cc1cc(=O)n(C)c2ccc(S(=O)(=O)N3CCOCC3)cc12	-7%	8%	-1%
15	O=C(c1ccc(S(=O)(=O)N2CCc3ccccc3C2)cc1)N1CCCCC1	1%	?	15%
16	C=CCSc1nsc(NC(=O)Nc2ccc(F)cc2)n1	0%	18µM*	6%
17	COCC(=O)N1CCC2(CC1)CN(C(c1ccccc1)c1ccccc1)C2	9%	2%	.
18	CC(=O)NC(CC(=O)O)C(=O)O (stereo unspecified)	-1%&1%	2%&9%	-13%
19	COc1ccc(NS(=O)(=O)c2cccc(NC(=O)c3ccc(Cl)nc3)c2)cc1	-8%	1.2µM*	-21%
20	COc1ccc(C2=C(C=C(C#N)C#N)C(c3ccccc3C)c3ccccc3O2)cc1OC (stereo unspecified)	11%	?	9%
21	COc1ccc2c(c1OC)C(=O)N(c1ccc(C)cc1)C2	8%	0%	2%
22	COc1ccccc1CN1CCCC2(CCN(C(=O)c3c(C)noc3C)CC2)C1	-2%	6%	.
23	CCC(C)C(NC(=O)OCc1ccccc1)C(=O)OCN1C(=O)c2ccccc2C1=O (stereo unspecified)	8%	?	-19%
24	CCCCNC(=O)c1ccc2c(c1)N(Cc1ccc(F)cc1)C(=O)c1ccccc1S2=O (stereo unspecified)	.	23µM*	-10%

3 entries already listed, ordered by heavy-atom count, highest first.
cpd	structure	N370S GC mod	DT40 TDP1 CPT	FEN1 inh
19	COc1ccc(NS(=O)(=O)c2cccc(NC(=O)c3ccc(Cl)nc3)c2)cc1	-8%	1.2µM*	-21%
15	O=C(c1ccc(S(=O)(=O)N2CCc3ccccc3C2)cc1)N1CCCCC1	1%	?	15%
13	CCOc1ccc(NC(=O)Nc2ccc(Br)cn2)cc1	?	6%	2%

Additional structures.
cpd	structure	N370S GC mod	DT40 TDP1 CPT	FEN1 inh
25	CCC[C@@H](NS(=O)(=O)c1ccc(C)cc1)C(=O)Oc1ccc2c3c(c(=O)oc2c1)CCC3	-2%	-27%	-14%
26	CCOc1ccc(CCNC(=O)COC(=O)Cc2c[nH]c3ccccc23)cc1OCC	-5%	-18%	0%
27	COc1ccccc1/C=C/C(=O)OC(C)CN1CCCCC1 (stereo unspecified)	-15%	-1%	2%
28	CCOC(=O)C1C(=O)CC(O)(c2ccccc2)CC1c1ccccc1 (stereo unspecified)	1%	?	4%
29	COc1ccccc1N1CCN(C(=O)c2cc(=O)c3ccc(C)cc3o2)CC1	-6%	?	3%
30	O=C(NN=C1C2CC3CC(C2)CC1C3)c1ccccc1O	-6%	3%	20%
31	CC(=O)Oc1cccc(/C=N\NC(=O)C(=O)N/N=C/c2cccc(OC(C)=O)c2)c1	.	-4%	0%
32	COc1ccc(NC(=O)CSc2nc3ccccc3n2CC(=O)N(C)c2ccc(F)cc2)cc1	.	?	-16%
33	CN1CCN(S(=O)(=O)c2cccc(C(=O)Oc3ccc(Br)cc3F)c2)CC1	-15%	12%	-15%
34	Cc1ccc(S(=O)(=O)N2CCCCC2)cc1NC(=O)C1CCCO1 (stereo unspecified)	-1%	10%	6%
35	Cc1ccc(CN2CCCC(C(=O)N3CCCC3)C2)cc1 (stereo unspecified)	-6%	8%	3%
36	Cn1ncc(Cl)c1C(=O)Nc1nc2ccc(Cl)cc2s1	-1%	16µM*	-2%

The list goes on (five carried over from the part before).
cpd	structure	N370S GC mod	DT40 TDP1 CPT	FEN1 inh
32	COc1ccc(NC(=O)CSc2nc3ccccc3n2CC(=O)N(C)c2ccc(F)cc2)cc1	.	?	-16%
33	CN1CCN(S(=O)(=O)c2cccc(C(=O)Oc3ccc(Br)cc3F)c2)CC1	-15%	12%	-15%
34	Cc1ccc(S(=O)(=O)N2CCCCC2)cc1NC(=O)C1CCCO1 (stereo unspecified)	-1%	10%	6%
35	Cc1ccc(CN2CCCC(C(=O)N3CCCC3)C2)cc1 (stereo unspecified)	-6%	8%	3%
36	Cn1ncc(Cl)c1C(=O)Nc1nc2ccc(Cl)cc2s1	-1%	16µM*	-2%
37	Cc1ccc(NC(=O)CSc2ncc3c(n2)-c2ccccc2N(Cc2cccc(F)c2)S3(=O)=O)cc1F	.	-18%	24%
38	Cc1nc2ccccc2c(=O)n1/N=C/c1ccccn1	-3%	1%	-11%
39	COc1ccc(C2CC(c3ccccc3)=NN2S(=O)(=O)c2ccccc2)cc1 (stereo unspecified)	-16%	7.3µM*	-22%
40	COc1ccc(-n2c(O)c(/C=N/NS(=O)(=O)c3cccc([N+](=O)[O-])c3)c3ccccc3c2=O)cc1OC	7%	23µM*	-9%
41	CCOC(=O)c1nnn(-c2nonc2N)c1CSc1ccc(C)cc1	-7%	?	-3%
42	c1cncc(CNc2c3c(nc4nnnn24)CCCC3)c1	2%	-3%	-9%
43	COc1ccc(C(=O)CSc2nc(N)nc(SC)c2C#N)cc1	.	-13%	-2%
44	CC1(C)CC(=O)C(CS(=O)(=O)c2ccccc2)=C(O)C1	-9%	-28%	4%
45	COc1cc2c(cc1OC)CN(Cc1cc(OC)c3c(c1)OCO3)CC2	1%	?	-1%
46	Cc1noc(NS(=O)(=O)c2cccc3c(N(C)C)cccc23)c1C	-5%	0%	.
47	CC(=O)NC1(C(F)(F)F)C(=O)Nc2c1c(=O)[nH]c(=O)n2CC(C)C (stereo unspecified)	-1%	-17%	-4%
48	Cc1sc2ncnc(NCCCN3CCCC3=O)c2c1C	-1%	-4%	19%
49	O=C(NCCc1c[nH]c2ccccc12)c1c(Cl)nc2sccn12	-15%	1%	1%
50	COc1ccccc1N1CCN(C(=O)c2cccc(S(=O)(=O)N3c4ccccc4CC3C)c2)CC1 (stereo unspecified)	.	23µM*	-11%
51	COc1cccc(NC(=S)NCc2ccccn2)c1	2%	?	-3%
52	COc1ccc(C)cc1NC(=O)C1CCN(S(=O)(=O)Cc2ccccc2)CC1	.	6%	-1%
53	O=C1CC2(CCCC2)Oc2ccc(Cl)cc21	.	-14%	-3%
54	Cc1ccc(-n2c(SCC(=O)N3CCOCC3)nc(O)c(Cc3ccccc3)c2=O)cc1	-14%	-19%	-11%
55	Cc1ccc(NC(=O)CSCC(=O)NC2=NCCS2)cc1	.	?	1%
56	COc1ccccc1C(CNC(=O)COc1cc(C)ccc1Cl)N1CCCC1 (stereo unspecified)	-7%	?	0%
57	CCN(c1ccccc1)c1nc(N)nc(C#N)n1	.	?	-11%
58	CN(C)CCCOC(=O)c1ccc(Cl)cc1Cl	4%	2%	-3%
59	O=C(Nc1nc2c(s1)CCc1ccccc1-2)c1cccs1	5%	?	-22%
60	O=C(/C=C/c1ccc(F)cc1)c1cc(Br)ccc1O	11%	-4%	-1%
61	O=C(c1ccco1)N1C(=O)c2cccc3c(S(=O)(=O)N4CCCC4)ccc1c23	-3%	?	-1%
62	COCCn1c(SCC(=O)NC2CC2)nc2ccccc21	.	6%	20%
63	COc1ccc(-c2nn(-c3ccccc3)cc2CNC[C@H]2O[C@@H](n3cnc(C(N)=O)n3)[C@H](O)[C@@H]2O)cc1	.	-11%	7%
64	O=C(Nc1ccc(S(=O)(=O)N2CCCCC2)cc1)c1ccc(CN2CCOCC2)cc1	-2%	18µM*	2%
65	CCn1c2ccccc2c2cc(NC(=O)COC(=O)c3ccc(NC(=O)CC#N)cc3)ccc21	-7%	5%	?
66	O=C(NCc1cccc(Cl)c1)c1cnn2c1NC(c1ccco1)CC2C(F)(F)F (stereo unspecified)	27%	18µM*	13%
67	COc1cc(OC)c(NS(=O)(=O)c2c(C(=O)N3CCCCC3)c(C)n(C)c2C)cc1Cl	1%	1%	21%
68	CC1=C(C)CC2C(=O)N(c3cccc4ccccc34)C(=O)C2C1 (stereo unspecified)	-4%	18µM*	11%
69	Cc1cc(C)c2c(C)nn(C3CCCCC3)c2n1	12%	-29%	-15%
70	CCn1cc(C(=O)NCCc2ccc(OC)cc2)c(=O)c2ccc(C)nc21	-3%	?	-5%
71	CN(C)/C=N/n1cnc2ccccc2c1=O	3%	1%	15%
72	Cc1ccc(-c2cn3nc(-c4ccccc4)c(-c4ccccc4)nc3n2)cc1	11%	?	-19%
73	O=C(O)Cc1ccc(NCc2ccccc2Cl)cc1	-1%	0%	-4%
74	Cc1nccn1CC(=O)N/N=C/c1cccs1	2%	7%	0%
75	COc1cccc(/C=C2\SC(=S)N(CCCC(=O)N3CCCC3)C2=O)c1	4%	?	-23%
76	CCOC(=O)Cc1csc(NC(=O)CSc2nnc(-c3ccncc3)n2Cc2ccco2)n1	.	-28%	-13%
77	CC1=NNC(=O)C1CCC(=O)N/N=C/c1ccccc1 (stereo unspecified)	12%	13%	5%
78	Cc1ccc(OCC(=O)Nc2ccc(NC(=O)c3cccs3)cc2)c(C)c1	-6%	-14%	14%
79	CC(=O)c1ccc(NC(=O)CN2C(=O)NC(C)(c3ccc4c(c3)OCCO4)C2=O)cc1 (stereo unspecified)	.	-22%	-5%
80	Cc1cccc(NCC(=O)N/N=C\c2cccc(Oc3ccccc3)c2)c1	11%	?	?
81	N=C(N)c1ccc(O)cc1	-4%	-1%	0%
82	Cc1ccc(CN2CCNC(=O)C2CC(=O)O)o1 (stereo unspecified)	4%	11%	14%
83	CC(Oc1ccc(Cl)cc1Cl)c1ccnc(N)n1 (stereo unspecified)	-18%	6%	-2%
84	Cc1nn(CC(=O)NCc2ccc(Cl)cc2)c(=O)c2cc3sccc3n12	.	1%	19%
85	COc1ccc2ccc(OCC(=O)N3c4ccccc4NC(=O)CC3C)cc2c1 (stereo unspecified)	.	-10%	3%
86	Cc1cc(C)c(S(=O)(=O)N2CCCOC2CNC(=O)C(=O)NCCCn2ccnc2)c(C)c1 (stereo unspecified)	4%	-18%	-2%
87	Cc1ccccc1CSc1nnc2[nH]c(=O)cc(-c3ccccc3)n12	.	8%	-3%
88	COc1ccc(-c2c(-c3ccc4c(c3)OCO4)noc2-c2ccsc2)cn1	.	13µM*	0%
89	Nc1nc(SCC(=O)Nc2cccc(Oc3ccccc3)c2)n[nH]1	12%	-13%	6%
90	CCCCN=C(C)C1=C(O)CSC1=O	7%	-2%	-10%
91	O=C(O)C1C2CCCCC2=C2CCCCC2C1C(=O)O (stereo unspecified)	-1%	-10%	5%
92	C/C(=N\Nc1nc2ccccc2[nH]1)c1ccc(Cl)s1	-27%	?	-5%
93	COc1ccc(-c2cc3ccc(O)cc3oc2=O)cc1OC	?	4%	-9%
94	Cc1cccc(NC(=O)NCc2ccccn2)c1	8%	5%	3%
95	NC(=O)C1(N2CCCCC2)CCN(C(=S)Nc2cc(F)cc(F)c2)CC1	0%	3%	-13%
96	Cc1ccc2c(c1)C(c1ccccc1)N(C(=O)c1ccc(S(=O)(=O)N3CCCCC3)cc1)CC(=O)N2 (stereo unspecified)	.	?	1%

(next part)
cpd	structure	N370S GC mod	DT40 TDP1 CPT	FEN1 inh
97	COc1ccccc1NC(=O)Cn1c(=O)oc2cc(S(=O)(=O)N3CCCC3)ccc21	-7%	-7%	-1%
98	COc1ccc(C(=O)N2CCN(C(=O)c3ccncc3)CC2)cc1	16%	-7%	13%
99	Cc1nn(C2CC(O)C(O)C(CO)O2)c(=O)[nH]c1=O (stereo unspecified)	.	15%	-2%
100	O=C(NCCc1csc(-c2ccc(F)cc2)n1)c1cccc(F)c1	.	?	2%
101	Cc1csc(NC(CO)c2nc3ccccc3n2CCOCCO)n1 (stereo unspecified)	.	-10%	7%

Screens: PubChem BioAssay, National Center for Advancing Translational Sciences (NCATS)

Only part of the results is shown, so the mix of outcomes need not match the whole.
